BioA inh – BioA (M. tuberculosis) enzyme inhibition. purified M. tuberculosis BioA enzyme, plate reader. inhibition, % at 9.99 µM. 0.096% of 360,000 active. AID 602481; in the data active means inhibition above about 40%
The depositor's hits bear a star. A portion of the library; the hit share may differ from the screen's.

Start of the data: the first 4 records as a preview:
SMILES	BioA inh
C[C@@H]1CN([C@H](C)CO)C(=O)c2cc(NC(=O)CCC(F)(F)F)ccc2O[C@@H](C)CCCCO[C@H]1CN(C)Cc1ccc(C(F)(F)F)cc1	-1.5
C/C=C/c1ccc2c(c1)O[C@H](CN(C)Cc1cccnc1)[C@H](C)CN([C@H](C)CO)S2(=O)=O	-1.4
C[C@@H]1CN([C@@H](C)CO)C(=O)c2cccc(N(C)C)c2O[C@H]1CN(C)C(=O)Nc1ccc2c(c1)OCO2	-1.4
COc1ccc(S(=O)(=O)Nc2ccc3c(c2)C(=O)N([C@H](C)CO)C[C@H](C)[C@H](CN(C)C(=O)Nc2c(C)noc2C)OCCCC[C@H](C)O3)cc1	-1.0

The list itself, from the first entry:
SMILES	BioA inh
C[C@@H]1CN([C@H](C)CO)C(=O)c2cc(NC(=O)CCC(F)(F)F)ccc2O[C@@H](C)CCCCO[C@H]1CN(C)Cc1ccc(C(F)(F)F)cc1	-1.5
C/C=C/c1ccc2c(c1)O[C@H](CN(C)Cc1cccnc1)[C@H](C)CN([C@H](C)CO)S2(=O)=O	-1.4
C[C@@H]1CN([C@@H](C)CO)C(=O)c2cccc(N(C)C)c2O[C@H]1CN(C)C(=O)Nc1ccc2c(c1)OCO2	-1.4
COc1ccc(S(=O)(=O)Nc2ccc3c(c2)C(=O)N([C@H](C)CO)C[C@H](C)[C@H](CN(C)C(=O)Nc2c(C)noc2C)OCCCC[C@H](C)O3)cc1	-1.0
C[C@H](CO)N1C[C@H](C)[C@@H](CN(C)C(=O)c2ccncc2)OCCCC[C@H](C)Oc2ccc(NS(=O)(=O)c3cn(C)cn3)cc2C1=O	-0.6
C[C@H](NC(=O)C[C@H]1C[C@H]2c3cc(NC(=O)Nc4ccc(C(F)(F)F)cc4)ccc3O[C@H]2[C@@H](CO)O1)c1ccccc1	-0.8
C[C@H](CO)N1C[C@H](C)[C@@H](CN(C)C)Oc2ncc(-c3cccc(C(=O)N(C)C)c3)cc2C1=O	-4.0
C[C@@H]1CN([C@@H](C)CO)C(=O)c2cc(C#Cc3ccncc3)cnc2O[C@H]1CN(C)C(=O)c1ccccc1F	-3.1
C[C@H]1CN([C@@H](C)CO)C(=O)c2cccc(NS(=O)(=O)c3cn(C)cn3)c2O[C@@H]1CN(C)S(=O)(=O)c1cn(C)cn1	-0.2
C[C@@H]1CN([C@H](C)CO)C(=O)c2cc(NC(=O)C3CC3)ccc2O[C@@H]1CN(C)S(=O)(=O)c1ccccc1	0.9
C[C@H]1CN([C@@H](C)CO)C(=O)c2cc(C#CCN(C)C)cnc2O[C@@H]1CN(C)C(=O)CN1CCOCC1	6.5
CCNC(=O)C[C@@H]1CC[C@H]2[C@@H](COc3ccc(NC(=O)Cc4cccs4)cc3C(=O)N2C)O1	-1.6
CCNC(=O)[C@@H]1[C@@H](CO)[C@@H]2Cn3c(ccc(-c4ccncc4)c3=O)[C@H]1N2Cc1ccccc1	-0.4
COc1cccc(-c2ccc3c(c2)O[C@H](CN(C)Cc2cncnc2)[C@H](C)CN([C@H](C)CO)S3(=O)=O)c1	0.7
C[C@H](CO)N1C[C@H](C)[C@@H](CN(C)C(=O)Nc2ccccc2C(F)(F)F)OCc2cn(nn2)CCCC1=O	0.2
C[C@@H]1CN([C@H](C)CO)C(=O)c2cccc(NS(=O)(=O)c3ccccc3)c2O[C@H]1CN(C)Cc1ccc(C(=O)O)cc1	-2.2
C[C@H]1CN([C@@H](C)CO)C(=O)c2cc(NS(=O)(=O)c3ccc(F)cc3)ccc2O[C@@H]1CN(C)S(=O)(=O)c1ccc(F)cc1	-2.0
C[C@H](O)C#Cc1cnc2c(c1)C(=O)N([C@H](C)CO)C[C@H](C)[C@@H](CN(C)C(=O)CN1CCOCC1)O2	2.8
C[C@H]1CN([C@@H](C)CO)C(=O)c2cc(/C=C/c3ccccc3)cnc2O[C@@H]1CN(C)S(=O)(=O)c1ccc(F)cc1	1.0
C[C@H](O)C#Cc1cnc2c(c1)C(=O)N([C@@H](C)CO)C[C@H](C)[C@@H](CN(C)Cc1ccccn1)O2	-0.2
COCCNC(=O)C[C@H]1CC[C@@H]2[C@@H](COc3ccc(NC(=O)c4cc(C)on4)cc3C(=O)N2C)O1	-0.6
C[C@@H]1CN([C@H](C)CO)C(=O)c2cc(NC(=O)CCC(F)(F)F)ccc2O[C@@H](C)CCCCO[C@H]1CN(C)C(=O)Nc1ccc2c(c1)OCO2	-1.0
O=C(c1cccc(F)c1)N1C[C@H]2[C@@H](c3ccccc31)[C@H](CO)N2C(=O)Cc1ccccc1	4.1
Cc1noc(C)c1S(=O)(=O)Nc1ccc2c(c1)C(=O)N([C@H](C)CO)C[C@H](C)[C@H](CN(C)S(C)(=O)=O)OCCCC[C@H](C)O2	-1.1
O=S(=O)(Cc1ccccc1)N1CCCCN2[C@H](CO)[C@@H](c3ccc(C#Cc4ccccc4)cc3)[C@H]2C1	1.7
(listing goes on)
SMILES	BioA inh
C[C@@H]1CN([C@H](C)CO)C(=O)c2c(c3ccccc3n2C)-c2ccccc2CO[C@H]1CN(C)Cc1ccc(C(=O)O)cc1	-0.4
CO[C@H]1CN(C)C(=O)c2ccc(NC(=O)C3CCCCC3)cc2OC[C@@H](C)N(C(=O)c2ccccc2)C[C@H]1C	-0.1
COCC(=O)N(C)C[C@@H]1Oc2ncc(C#CC3(O)CCCC3)cc2C(=O)N([C@H](C)CO)C[C@@H]1C	-2.8
COc1ccc(S(=O)(=O)N2CCCCN3[C@@H](CO)[C@H](c4ccc(-c5cccnc5)cc4)[C@@H]3C2)cc1	4.9
CO[C@H]1CN(C)C(=O)c2ccc(NC(=O)C3CC3)cc2OC[C@H](C)N(C(=O)CN(C)C)C[C@@H]1C	0.9
C[C@@H]1CN([C@@H](C)CO)C(=O)c2cc(NS(=O)(=O)c3cccs3)ccc2O[C@@H](C)CCCCO[C@@H]1CN(C)CC1CCCCC1	1.4
C[C@H]1CN([C@@H](C)CO)C(=O)c2cc(C#Cc3cccc(F)c3)cnc2O[C@@H]1CN(C)C(=O)C1CCC1	-1.4
COc1ccccc1CNC(=O)C[C@@H]1C=C[C@@H](NC(=O)CN(C)C)[C@@H](CO)O1	-1.2
CCC(=O)N1C[C@@H](C)[C@H](OC)CN(C)C(=O)c2cc(NC(=O)c3ccc(F)cc3)ccc2OC[C@@H]1C	0.5
O=C(C[C@H]1CC[C@@H](NC(=O)Nc2ccc(F)cc2)[C@H](CO)O1)NCCN1CCCC1	-0.6
CCC(=O)Nc1ccc2c(c1)C(=O)N(C)C[C@H](OC)[C@H](C)CN(Cc1ccccn1)[C@H](C)CO2	-0.8
C[C@H]1CN([C@@H](C)CO)C(=O)c2cccc(NC(=O)C3CC3)c2O[C@H]1CN(C)C	-1.1
CN1C(=O)c2cc(NC(=O)Cc3cccs3)ccc2OC[C@H]2O[C@@H](CC(=O)NCC3CC3)CC[C@H]21	-1.9
C[C@@H]1CN([C@@H](C)CO)S(=O)(=O)c2ccc(C3=CCCC3)cc2O[C@@H]1CN(C)C	0.3
C[C@H](CO)N1C[C@H](C)[C@@H](CN(C)Cc2ccc(Cl)c(Cl)c2)Oc2ccc(NC(=O)Nc3cccc4ccccc34)cc2C1=O	-1.5
CC(C)CC#Cc1ccc2c(c1)O[C@H](CN(C)S(C)(=O)=O)[C@@H](C)CN([C@H](C)CO)S2(=O)=O	1.6
C[C@@H]1CN([C@H](C)CO)C(=O)c2cc(/C=C/c3ccccc3)cnc2O[C@H]1CN(C)C(=O)CN1CCOCC1	-2.4
C[C@@H]1CN([C@H](C)CO)C(=O)Cc2cc(NC(=O)C3CCCCC3)ccc2O[C@H]1CN(C)S(=O)(=O)c1cccs1	-0.2
O=C(O)[C@@H]1[C@@H](CO)[C@@H]2Cn3c(cccc3=O)[C@H]1N2C(=O)c1ccccc1	-1.8
O=C(C[C@H]1CC[C@@H](NC(=O)c2cccc(F)c2)[C@@H](CO)O1)NCCN1CCCC1	-1.3
CC(C)NC(=O)Nc1ccc2c(c1)C(=O)N([C@H](C)CO)C[C@@H](C)[C@H](CN(C)S(C)(=O)=O)OCCCC[C@H](C)O2	-1.5
C[C@H]1CN([C@@H](C)CO)C(=O)CCCn2cc(nn2)CO[C@H]1CN(C)S(=O)(=O)c1ccc(F)cc1	0.5
CC(C)NC(=O)Nc1ccc2c(c1)C(=O)N([C@@H](C)CO)C[C@H](C)[C@@H](CN(C)Cc1ccncc1)OCCCC[C@H](C)O2	-0.8
C[C@@H]1CN([C@H](C)CO)C(=O)c2cc(NC(=O)c3ccncc3)ccc2O[C@H]1CN(C)CC1CCCCC1	-1.0
CO[C@@H]1CN(C)C(=O)c2cc(NS(C)(=O)=O)ccc2OC[C@@H](C)N(CC2CCOCC2)C[C@H]1C	-3.6
The list goes on:
SMILES	BioA inh
C[C@H](NC(=O)C[C@@H]1C[C@H]2c3cc(N(C)C)ccc3O[C@H]2[C@@H](CO)O1)c1ccccc1	-1.4
C[C@H](CO)N1C[C@H](C)[C@H](CN(C)C(=O)Nc2ccc(C(F)(F)F)cc2)Oc2ccc(NC(=O)Nc3ccc(F)cc3)cc2C1=O	-1.5
C[C@H]1CN([C@@H](C)CO)S(=O)(=O)c2ccc(C#CC3CC3)cc2O[C@@H]1CN(C)C(=O)CC1CC1	0.6
C[C@H]1CN([C@@H](C)CO)C(=O)c2cc(NC(=O)CCC(F)(F)F)ccc2O[C@H]1CN(C)S(=O)(=O)c1cccs1	6.6
C[C@@H]1CN([C@H](C)CO)C(=O)Cc2cc(NC(=O)C3CC3)ccc2O[C@@H]1CN(C)CC1CCCCC1	2.1
COc1cccc(NC(=O)N[C@H]2C=C[C@H](CC(=O)Nc3ccccc3)O[C@@H]2CO)c1	0.2
Cc1ccc(S(=O)(=O)N(C)C[C@@H]2OCCCC[C@@H](C)Oc3ccc(NC(=O)Nc4ccccc4)cc3C(=O)N([C@H](C)CO)C[C@H]2C)cc1	0.9
C[C@@H]1CN([C@H](C)CO)S(=O)(=O)c2ccc(C#CCN(C)C)cc2O[C@H]1CN(C)Cc1ccc2c(c1)OCO2	1.0
O=C(C[C@H]1CC[C@@H]2[C@H](COC[C@@H](O)CN2C(=O)Nc2ccc(Cl)cc2)O1)NC1Cc2ccccc2C1	1.9
COc1ccc(S(=O)(=O)N(C)C[C@@H]2OCCCC[C@H](C)Oc3ccc(NC(=O)CCC(F)(F)F)cc3C(=O)N([C@@H](C)CO)C[C@H]2C)cc1	-0.3
Cc1ccc(S(=O)(=O)N(C)C[C@H]2Oc3ccc(NC(=O)Cc4ccccc4)cc3C(=O)N([C@@H](C)CO)C[C@H]2C)cc1	-1.1
Cc1noc(C)c1NC(=O)N(C)C[C@@H]1OCCCC[C@@H](C)Oc2ccc(NC(=O)Cc3ccccc3)cc2C(=O)N([C@H](C)CO)C[C@H]1C	-5.4
CO[C@@H]1CN(C)C(=O)c2ccc(NC(=O)C3CCOCC3)cc2OC[C@H](C)NC[C@@H]1C	-1.7
C[C@H]1CN([C@@H](C)CO)C(=O)Cc2cc(NC(=O)Cc3ccccc3)ccc2O[C@H]1CN(C)C(=O)Nc1ccc(C(F)(F)F)cc1	-1.1
C[C@@H]1CCCCO[C@H](CN(C)C(=O)Cc2ccccc2)[C@@H](C)CN([C@H](C)CO)C(=O)c2cc(NC(=O)c3ccccc3)ccc2O1	-2.5
C[C@H]1CN([C@@H](C)CO)C(=O)Cc2cc(N(C)C)ccc2O[C@H]1CN(C)S(C)(=O)=O	-0.8
Cc1ccc(S(=O)(=O)Nc2ccc3c(c2)C(=O)N([C@H](C)CO)C[C@@H](C)[C@H](CN(C)CC2CC2)O3)cc1	-0.9
CN(C)CC(=O)Nc1ccc2c(c1)[C@H]1C[C@@H](CC(=O)NCc3cc(F)ccc3F)O[C@@H](CO)[C@H]1O2	-0.2
C[C@@H]1CN([C@@H](C)CO)C(=O)c2cc(NC(=O)Cc3cn(C)c4ccccc34)ccc2O[C@@H]1CN(C)S(=O)(=O)c1cccs1	0.6
C[C@@H]1CN([C@H](C)CO)C(=O)Cc2cc(NC(=O)Nc3cccc4ccccc34)ccc2O[C@H]1CN(C)C(=O)Nc1cccc2ccccc12	-0.4
CC(C)NC(=O)Nc1ccc2c(c1)CC(=O)N([C@@H](C)CO)C[C@@H](C)[C@H](CN(C)CC1CCCCC1)O2	1.2
Cc1noc(C)c1S(=O)(=O)N(C)C[C@@H]1Oc2ccc(NS(=O)(=O)c3ccc(Cl)cc3)cc2C(=O)N([C@@H](C)CO)C[C@@H]1C	-2.8
C[C@H](CO)N1C[C@H](C)[C@H](CN(C)C(=O)Cc2cccnc2)Oc2ncc(C3=CCCCC3)cc2C1=O	1.6
C[C@H](CO)N1C[C@H](C)[C@@H](CN(C)Cc2ccncc2)Oc2ccc(N(C)C)cc2CC1=O	-1.0
COc1ccc(NC(=O)N2CCCCN3[C@H](CO)[C@@H](c4ccc(C#Cc5ccccc5)cc4)[C@H]3C2)cc1	-4.8
O=C(C[C@@H]1CC[C@@H](NC(=O)C2CC2)[C@@H](CO)O1)NCc1ccccc1Cl	-4.4
C[C@H](CO)N1C[C@H](C)[C@H](CN(C)Cc2ccc(C(=O)O)cc2)Oc2c(NC(=O)c3nc4ccccc4s3)cccc2C1=O	-0.5
C[C@H](CO)N1C[C@H](C)[C@@H](CN(C)C(=O)NC2CCCCC2)OCCCC[C@H](C)Oc2ccc(NS(=O)(=O)c3ccc(Cl)cc3)cc2C1=O	0.1
CO[C@@H]1CN(C)C(=O)c2ccc(NC(=O)c3ccccc3F)cc2OC[C@H](C)N(C)C[C@@H]1C	-1.0

Another view of part of the listing above.
SMILES,BioA inh
O=C(c1cccc(F)c1)N1C[C@H]2[C@@H](c3ccccc31)[C@H](CO)N2C(=O)Cc1ccccc1,4.1
CO[C@@H]1CN(C)C(=O)c2ccc(NC(=O)C3CCOCC3)cc2OC[C@H](C)NC[C@@H]1C,-1.7
C[C@@H]1CN([C@H](C)CO)C(=O)c2cc(NC(=O)c3ccncc3)ccc2O[C@H]1CN(C)CC1CCCCC1,-1.0

Look-ups from above:
Value of Cc1noc(C)c1NC(=O)N(C)C[C@@H]1OCCCC[C@@H](C)Oc2ccc(NC(=O)Cc3ccccc3)cc2C(=O)N([C@H](C)CO)C[C@H]1C in BioA inh: -5.4
Value of C[C@@H]1CCCCO[C@H](CN(C)C(=O)Cc2ccccc2)[C@@H](C)CN([C@H](C)CO)C(=O)c2cc(NC(=O)c3ccccc3)ccc2O1 in BioA inh: -2.5

Screens as filed in PubChem BioAssay.
